GRK2 aptamer HTS – human GRK2 inhibition via aptamer displacement; inhibition of aptamer binding, % at 10 µM; P25098; AID 488847; actives 0.59% (n = 330,000); bead flow cytometry, FAM-aptamer displacement from GRK2;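 active means inhibition of aptamer binding above 40%, roughly 3 SD of noise, on plates passing a quality check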;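 further: median bead fluorescence of bound FAM aptamer so fluorescent compounds give negative values; no value below 0 was filed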
MEX-5 binding – C. elegans MEX-5 TCR-2 RNA binding activity. Q9XUB2. actives 0.38% (n = 300,000). activity score (negative = inhibition of binding), % at 10 µM. MEX-5/FITC-TCR2 RNA binding, fluorescence polarization; hits give low values;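 active means inhibition past about -25% in most replicates, and total fluorescence under double the plate's negative control median, limit read from the data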;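 further: 0% = DMSO and -100% = 5 µM competing unlabeled TCR2 RNA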
Target sequence (Q9XUB2 whole entry, looked up): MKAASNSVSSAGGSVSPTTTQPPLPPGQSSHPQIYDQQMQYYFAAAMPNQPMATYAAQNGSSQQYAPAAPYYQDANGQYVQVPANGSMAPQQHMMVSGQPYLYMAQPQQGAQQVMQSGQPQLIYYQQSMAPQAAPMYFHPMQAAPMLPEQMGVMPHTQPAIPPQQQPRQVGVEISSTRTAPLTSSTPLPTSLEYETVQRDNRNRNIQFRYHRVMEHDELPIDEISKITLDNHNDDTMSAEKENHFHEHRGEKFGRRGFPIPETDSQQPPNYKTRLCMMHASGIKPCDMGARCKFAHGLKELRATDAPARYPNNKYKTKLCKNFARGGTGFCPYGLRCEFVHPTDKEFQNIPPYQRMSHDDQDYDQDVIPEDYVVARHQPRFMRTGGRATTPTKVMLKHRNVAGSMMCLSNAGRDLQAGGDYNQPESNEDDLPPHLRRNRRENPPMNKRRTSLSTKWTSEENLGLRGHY
GLD-1 RNA inh – GLD-1-TGE RNA interaction inhibition (C. elegans); purified GLD-1 + fluorescein TGE RNA, fluorescence polarization; inhibition, % at 5.96 µM; actives 0.44% (n = 320,000); AID 2280;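 active means percent inhibition above a per-plate cutoff, the plate mean of test compounds plus 3 SD, cut at about 30% in these data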;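 further: 0% = DMSO wells with GLD-1 and probe and 100% = wells lacking GLD-1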
VLA-4 inh – inhibition in a human VLA-4 binding assay; actives 0.2% (n = 330,000); inhibition, % (about 7 µM as worked out from the volumes in the protocol); P13612; AID 2557; VLA-4 expressing cells, ligand binding flow cytometry; in the data active means inhibition above about 50%
MCL1 BIM primary – MCL1-BIM-BH3 interaction inhibition (human) | actives 0.68% (n = 320,000) | Q07820 | inhibition, % at 10.9 µM | GST-MCL1 / FITC-Bim-BH3 fluorescence polarization;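 active means inhibition above the mean inhibition of all tested compounds plus 3 SD, set per campaign, cut at about 40% in these data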;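 further: 0% = DMSO wells and 100% = unlabeled Bim-BH3 peptide control; higher means more loss of mP so more displacement of Bim peptide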
Target sequence (Q07820 whole entry, looked up): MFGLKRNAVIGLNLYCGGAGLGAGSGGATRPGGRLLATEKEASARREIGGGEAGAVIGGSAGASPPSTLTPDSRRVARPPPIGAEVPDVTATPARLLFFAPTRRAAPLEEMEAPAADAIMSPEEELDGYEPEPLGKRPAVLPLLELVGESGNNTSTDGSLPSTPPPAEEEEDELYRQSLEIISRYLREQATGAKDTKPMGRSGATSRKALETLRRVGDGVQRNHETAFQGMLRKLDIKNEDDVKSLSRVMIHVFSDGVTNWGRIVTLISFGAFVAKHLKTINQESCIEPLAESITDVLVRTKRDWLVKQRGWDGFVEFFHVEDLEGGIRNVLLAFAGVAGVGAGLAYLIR
CIT2 TOR yeast – modulators of TOR pathway CIT2-GFP in S. cerevisiae; actives 0.065% (n = 320,000); GFP response vs DMSO, % at 10 µM; S. cerevisiae CIT2-GFP strain, flow cytometry, 3 h; 100 means same as DMSO wells;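 active means GFP response relative to DMSO above a set limit, near the screen mean plus 3 SD, cut at about 150% in these data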;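 further: ratio of well median GFP fluorescence to mean of DMSO wells on the plate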
Bcl-xL primary – inhibitors of human Bcl-xL; GST-Bcl-xL / FITC-Bim BH3 peptide fluorescence polarization; inhibition, % at 10.9 µM; actives 0.7% (n = 320,000); AID 2129;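 active means inhibition above the mean of all tested compounds plus 3 SD, cutoff set per campaign, cut at about 30% in these data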;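 further: 0% = DMSO wells and 100% = unlabeled Bim-BH3 peptide competitor; inhibitors lower millipolarization by displacing the labeled peptide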
Target sequence (Q07817 whole entry, looked up): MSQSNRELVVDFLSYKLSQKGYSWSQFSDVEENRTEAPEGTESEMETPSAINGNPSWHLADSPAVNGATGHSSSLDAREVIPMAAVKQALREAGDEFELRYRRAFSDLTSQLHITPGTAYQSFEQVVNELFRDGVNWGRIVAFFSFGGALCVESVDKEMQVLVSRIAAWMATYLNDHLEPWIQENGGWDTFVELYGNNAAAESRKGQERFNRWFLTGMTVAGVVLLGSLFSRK
Fam108B counter – counter-screen for RBBP9 inhibitors: inhibitors of mouse Fam108B; inhibition, % at 9.51 µM; recombinant Fam108B, FP-Rh probe fluorescence polarization; actives 0.33% (n = 300,000); AID 1947;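 active means inhibition above the screen mean inhibition plus 3 SD, computed separately per campaign, cut at about 18% in these data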;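 further: inhibitors lower polarization as less probe binds the enzyme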
AGP1-GFP MLPCN – alters AGP1-GFP fluorescence in TOR pathway yeast screen | S. cerevisiae AGP1-GFP multiplex flow cytometry, 3 h; GFP as percent of DMSO wells | actives 0.02% (n = 320,000) | GFP response vs DMSO, % at 10 µM;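 active means GFP response relative to DMSO above a set limit, near screen average plus 3 SD, cut at about 150% in these data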;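 further: median GFP channel fluorescence of the gated AGP1 strain per well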
Active calls of the source: *; x = not tested or not shown.

SMILES	GRK2 aptamer HTS	MEX-5 binding	GLD-1 RNA inh	VLA-4 inh	MCL1 BIM primary	CIT2 TOR yeast	Bcl-xL primary	Fam108B counter	AGP1-GFP MLPCN
CCCCCC(=O)Nc1ccc(Cc2ccncc2)cc1	1	3.6	9	9	2	108	0	-2	107
CCNS(=O)(=O)c1ccc(CCC(=O)NCCc2ccc(OC)cc2)cc1	0	-1.1	1	3	-1	95	1	-1	96
COC(=O)c1ccc(CSc2n[nH]c(=S)s2)o1	0	0.9	2	3	-26	103	-18	5	96
CCC(C)(C)NC(=O)C(c1ccc(C)o1)N(Cc1ccc2c(c1)OCO2)C(=O)c1snc(C(N)=O)c1N (stereo unspecified)	4	0.7	-1	-10	0	97	3	5	95
COc1ccc(N2CCN(C(=O)C3CCN(S(=O)(=O)c4ccc(C)cc4)CC3)CC2)cc1	0	1.2	1	5	-3	x	5	-1	103
CSc1ncccc1C(=O)OCC(=O)N(C)C1CCS(=O)(=O)C1 (stereo unspecified)	0	1.1	-16	7	-10	97	0	3	98
Nc1ncnc2c1C(c1ccccc1)c1c(ccc3ccccc13)O2 (stereo unspecified)	4	x	2	0	x	97	x	x	101
CCN(CC(=O)Nc1ccc(OC)cc1)C(=O)c1cc2c(s1)CCCCC2	1	-2.9	1	6	-2	91	1	2	100
CN(Cc1ccccc1)C(=O)c1ccc(COc2ccccc2)cc1	0	1.9	9	9	-5	90	2	-5	99
CCCn1c(-c2ccc[nH]c2=O)nc2cc(C)c(C)cc21	0	0.5	2	1	-5	104	2	5	105
CCOc1cc(N2CCOCC2)c(OCC)cc1NC(=O)[C@H](C)NC(=O)c1ccco1	0	0.2	7	5	10	88	5	-4	94
CC12CC3CC(C)(C1)CC(C(=O)NNC(=O)c1ccncc1)(C3)C2	2	0.0	2	13	0	99	5	-1	97
CCOCC(=O)Nc1c(C(=O)OCC)oc2ccccc12	11	0.3	3	-4	12	96	3	0	x
COc1ccc(CCN2C(=O)N(c3ccc(OC)cc3)C(=O)C2CC(=O)Nc2ccc(OC)cc2)cc1 (stereo unspecified)	0	1.6	4	-13	2	104	2	4	102
O=C(c1ccc([N+](=O)[O-])o1)N1CCN(Cc2ccccc2)CC1	0	-1.5	1	13	10	98	8	0	102

A different layout for part of the listing above.
Sequence of screens: GRK2 aptamer HTS | MEX-5 binding | GLD-1 RNA inh | VLA-4 inh | MCL1 BIM primary | CIT2 TOR yeast | Bcl-xL primary | Fam108B counter | AGP1-GFP MLPCN
> CCOCC(=O)Nc1c(C(=O)OCC)oc2ccccc12
 : 11 | 0.3 | 3 | -4 | 12 | 96 | 3 | 0 | x
> COc1ccc(N2CCN(C(=O)C3CCN(S(=O)(=O)c4ccc(C)cc4)CC3)CC2)cc1
 : 0 | 1.2 | 1 | 5 | -3 | x | 5 | -1 | 103

(listing goes on)
SMILES	GRK2 aptamer HTS	MEX-5 binding	GLD-1 RNA inh	VLA-4 inh	MCL1 BIM primary	CIT2 TOR yeast	Bcl-xL primary	Fam108B counter	AGP1-GFP MLPCN
Cc1ccc(C(C)n2cc(C(=O)NCc3ccncc3)nn2)cc1 (stereo unspecified)	0	1.3	3	18	5	113	6	-2	111
CSc1ccccc1NC(=S)Nc1cc(C)cc(C)c1	1	-2.2	0	20	1	88	1	-4	94
Cc1c(Cl)cccc1NC(=S)NCCN1CCOCC1	0	1.7	4	19	25	99	8	2	96
CCOCCN(C(=O)c1ccccc1Cl)c1ccccc1	0	-0.2	5	13	10	106	9	-2	107
Cc1cc(C)c(C)c(SCC(=O)Nc2oc(C)c3c(C)n[nH]c(=O)c23)c1C	0	-3.1	1	-4	3	95	3	0	98
O=C(NC1CCCc2c1cnn2-c1cc(F)cc(F)c1)c1ccc[n+]([O-])c1 (stereo unspecified)	0	1.0	-5	13	-5	102	2	-4	99
COc1cc(C=O)ccc1OC(=O)c1cccnc1	0	-1.4	0	16	-5	117	-4	-3	108
O=[N+]([O-])c1cccc(C(=S)N2CCN(c3ccc(F)cc3)CC2)c1	0	0.1	20	4	51*	102	38*	3	100
CC(=O)Nc1ccc(S(=O)(=O)Nc2nc3ccccc3nc2Cl)cc1	0	1.1	3	42	-6	106	0	-1	106
COCCCn1c(SCC(=O)NC2CCCCC2)nc2ccccc2c1=O	0	2.0	5	18	0	98	6	0	99
CCCCCC/C(=N/O)c1ccccn1	0	1.2	-2	8	0	97	-1	3	79
Cc1ccc(C2CC2c2n[nH]c(=S)n2-c2cccc(C)c2)cc1 (stereo unspecified)	0	-0.9	-2	-1	-8	101	-7	1	102
CCOC(=O)C1CCCN(C2CCN(Cc3nc(Cc4ccccc4)no3)CC2)C1 (stereo unspecified)	0	-1.0	2	-2	3	101	3	-4	99
COc1cc(-c2csc(NC3CCCCC3)n2)cc(OC)c1OC	0	0.2	2	28	2	102	1	1	99
CC1=NNC(=O)c2ccccc2O1	0	2.3	4	3	29	92	1	-2	80

Among those listed so far, these contain an NH in an aromatic ring.
SMILES	GRK2 aptamer HTS	MEX-5 binding	GLD-1 RNA inh	VLA-4 inh	MCL1 BIM primary	CIT2 TOR yeast	Bcl-xL primary	Fam108B counter	AGP1-GFP MLPCN
COC(=O)c1ccc(CSc2n[nH]c(=S)s2)o1	0	0.9	2	3	-26	103	-18	5	96
CCCn1c(-c2ccc[nH]c2=O)nc2cc(C)c(C)cc21	0	0.5	2	1	-5	104	2	5	105
Cc1cc(C)c(C)c(SCC(=O)Nc2oc(C)c3c(C)n[nH]c(=O)c23)c1C	0	-3.1	1	-4	3	95	3	0	98
Cc1ccc(C2CC2c2n[nH]c(=S)n2-c2cccc(C)c2)cc1 (stereo unspecified)	0	-0.9	-2	-1	-8	101	-7	1	102

Next compounds
SMILES	GRK2 aptamer HTS	MEX-5 binding	GLD-1 RNA inh	VLA-4 inh	MCL1 BIM primary	CIT2 TOR yeast	Bcl-xL primary	Fam108B counter	AGP1-GFP MLPCN
CC(Oc1ccccc1)C(=O)OCC(=O)NC(=O)NCc1ccco1 (stereo unspecified)	9	-0.2	3	-4	5	105	0	1	103
Fc1cnc(N2CCOCC2)nc1N1CCOCC1	0	0.0	5	3	5	99	3	1	x
Cc1ccc(C(=O)N2CCNC(=O)C2CC(=O)Nc2ccc(F)cc2)cc1C (stereo unspecified)	6	-0.9	-8	12	1	95	0	2	99
Cc1cc(C)c2nc(N3CCCC(C(=O)N4CCC(C(N)=O)CC4)C3)sc2c1 (stereo unspecified)	27	-0.2	3	6	2	97	4	4	96
Cc1csc(N2CCN(c3cc4c(cc3Cl)nc(-c3ccncc3)n4CCCN3CCCC3)CC2)n1	0	-4.5	-2	-15	12	75	1	1	84
O=C(CCS(=O)(=O)Cc1ccccc1)Nc1nnc(C(F)(F)F)s1	1	1.6	-6	8	8	99	5	-1	97
Nc1ccn(-c2ccccc2)c(=O)c1	0	2.2	-3	12	-8	104	-5	3	106
COc1ccc(C(=O)C2CCN(S(=O)(=O)c3ccc4c(c3)OCCO4)CC2)cc1	0	-2.4	-6	21	2	88	0	1	86
C=CCSc1nc2ccccc2n2cnnc12	0	12	9	2	-3	107	1	-2	96
Cc1c(-c2ccc(Cl)cc2)[n+](=O)c(-c2ccccc2)cn1[O-]	0	0.1	3	7	-1	92	0	3	106
CCCCC(CC)CNC(=O)CCS(=O)(=O)c1cccc2nsnc12 (stereo unspecified)	0	2.2	5	3	0	92	2	1	104
CC1CCN(Cc2ccc(NC(=O)CC3Oc4ccccc4NC3=O)cc2)CC1 (stereo unspecified)	1	1.9	3	37	7	103	-2	3	107
Cc1cc(C)n(-c2ccc3nncn3n2)n1	0	0.7	4	5	0	106	2	4	103
CCn1c(-c2csc(C(C)C)c2)n[nH]c1=S	0	2.1	0	0	-27	90	-26	4	88
CN(C)c1nc(N)nc(CSc2nnnn2-c2ccccc2)n1	0	x	5	4	2	x	4	-2	100
O=C(CNc1ccc(Cl)cc1)c1ccc(Br)cc1	0	1.2	-7	6	-3	96	5	7	104
Cc1c(-c2cccc(Cl)c2)nc2ccccc2c1C(=O)OC/C(O)=C(\C#N)c1nc2ccccc2[nH]1	3	1.2	8	-6	6	101	16	6	104
COc1ccc2[nH]c(=O)c(COC(=O)c3ccco3)cc2c1	4	-2.9	-8	0	-10	103	-2	-1	99
O=S(=O)(Nc1nnc(C2CC2)s1)c1ccccc1	2	-0.9	2	0	5	110	4	1	109
O=C(Nc1ncc(Cc2ccc(SC(F)F)cc2)s1)c1ccc(OC(F)F)cc1	0	0.4	2	-9	-4	x	-2	-4	x
CC(C)(C)n1nc2c(c1NC(=O)c1ccc(Br)o1)CS(=O)C2 (stereo unspecified)	1	0.4	8	2	0	103	1	3	103
Cc1cc(-c2nnc(SCC(=O)Nc3c(C)cccc3C)n2N)n[nH]1	2	0.5	1	3	5	102	5	3	101
CCOc1cc(CN2CCOCC2)cc(C(C)=O)c1	5	-1.0	1	-3	5	100	4	2	96
COc1ccc(N(CC(=O)N/N=C/c2ccc(OC3CSC3)cc2)S(=O)(=O)c2ccccc2)cc1	1	1.1	1	-2	7	111	6	-24	104
CCOC(=O)c1ccc(NC(=O)CSc2nc3c(c(=O)n2CC)SC(C)C3)cc1 (stereo unspecified)	1	-2.8	10	9	7	85	1	-3	91
Cc1c(C(=O)OCC(=O)Nc2ccc(C(N)=O)cc2)cccc1[N+](=O)[O-]	0	-1.2	8	4	3	100	8	2	100
Nc1nc(NC(=O)c2cccnc2)nn1-c1ccccc1	0	-1.0	10	14	2	99	6	-1	101
O=C(NCC(=O)N1CCN(S(=O)(=O)c2ccc3c(c2)OCCO3)CC1)c1ccccc1F	7	x	5	6	x	90	x	x	95
Cc1ccc(C2CC(=O)NC(SCC(N)=O)=C2C#N)s1 (stereo unspecified)	1	0.6	7	-6	8	95	5	4	99
CC(C)NC(=O)c1ccccc1NC(=O)CCS(=O)(=O)Cc1ccccc1	2	-0.8	-6	-13	8	97	10	3	102
Cc1nc(SCC(O)CO)c([N+](=O)[O-])[nH]1 (stereo unspecified)	1	1.0	2	-6	-2	111	-2	0	96
Cn1c(SCC(=O)c2ccccc2)nnc1-c1cccc(N)c1	0	0.6	6	-14	-6	120	-6	1	29
Cc1ccc(SCC(=O)NCCN2C(=O)CSC2=O)c(C)c1	2	-1.7	2	2	-3	94	1	-2	95
COc1ccc(C2C/C(=N\O)C(C)(C)O2)cc1 (stereo unspecified)	1	0.5	7	-6	2	98	4	-1	105
CCC1=NN(C(=O)c2cccnc2)C(O)(C(F)(F)F)C1 (stereo unspecified)	0	3.4	-6	6	-9	103	-3	-3	110
Cc1ccc(-n2c(N)c(-c3nc4ccccc4n3C)sc2=S)cc1	0	-1.9	0	-13	7	101	7	6	96
O=C(NC1CCOc2ccccc21)c1ccccn1 (stereo unspecified)	3	2.6	-5	-1	4	100	6	2	99
COc1cc(C(=O)N2CCN(C(=O)CC(C)C)CC2)cc(OC)c1OC	0	-2.2	4	9	-4	98	-1	3	104
Cc1ccc(Nc2nc(N)nc(CN3CCN(Cc4ccc5c(c4)OCO5)CC3)n2)cc1Cl	1	2.3	3	4	5	106	-1	-1	105
COc1ccc(CN2CCC(C(N)=O)CC2)cc1OCc1ccccc1	0	-2.4	-2	14	7	92	5	0	87
C=CCn1c(SCC(=O)Nc2cc(C)on2)nc2sc3c(c2c1=O)CCCC3	0	x	-2	-13	3	100	3	-4	106
CCOc1ccc2c(O)csc2c1	3	0.8	-6	-11	12	104	5	-5	104
CN(Cc1ccccc1)c1nc2c(c(=O)[nH]c(=O)n2C)n1Cc1ccccc1	0	-2.3	4	4	7	88	6	-2	102
Cc1c(CC(=O)NCCC(=O)O)c(=O)oc2cc3occ(-c4ccccc4)c3cc12	2	-2.0	-1	-11	5	101	11	0	105
Cc1cc2c(cc1C)-c1nnnn1C(C)(C)C2	0	-2.4	-5	-6	4	97	4	0	94
